GAA glycogen: alters human alpha-glucosidase cleavage of glycogen | recombinant GAA, glycogen substrate, Amplex Red glucose oxidase fluorescence | Potency, µM (doses to about 76.4 µM), inactives show at the top dose activity change, negative = inhibition, usual class: inhibitors | 300,000 tested, 0.38% active | AID 2100;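 further: 0% = full enzyme reaction and -100% = no-enzyme basal signal; the screen sought inhibitors and activators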
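Recombinant enzyme (4 nM final) with compounds titrated up to 77 uM and bovine liver glycogen (30 ug) in citrate pH 5.0, 0.01% Tween-20, 37 C 40 min. Released glucose detected by Amplex Red/glucose oxidase (Ex 573/Em 610); AC50 from Hill fits.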
aGal spleen mod: alpha-galactosidase A (human) modulation. AID 2107. Potency, µM (series often up to 80 µM), for the others: at the highest dose activity change, negative = inhibition, most hits filed as inhibitors. 240,000 tested, 0.008% active. human spleen homogenate, 4MU-alpha-Gal fluorescence, 40 min. P06280;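 further: 0% = enzyme with vehicle and -100% = no enzyme basal signal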
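Fluorogenic readout (Ex 365/Em 440 nm) of 4-methylumbelliferone released from 1 mM 4-MU-alpha-galactoside by spleen homogenate, 40 min at 37C, pH 5.0. Data normalized to no-enzyme and enzyme controls; Hill-equation AC50 from compound titrations.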
RGS12 GoLoco inh: inhibitors of human Gai1-RGS12 GoLoco interaction (red fluorophore); AID 880; 230,000 tested, 0.44% active; P63096; Gai1:RGS12 GoLoco peptide FP, rhodamine, 10 min; Potency, µM (top dose mostly 61.6 µM), inactives show at the top dose activity, negative = inhibition, usual class: inhibitors; active means well fitted inhibition curve with a large enough effect, not every such curve was filed as active; inactive means no such curve, though single readings can be large or run the other way; further: on the % scale 0 is the no-effect control and ±100 the full control effect; nearly all actives have a fitted effect of over 30% in size; many of its hits are not listed in these tables
KDM4E inh: inhibitors of human JMJD2E histone demethylase; JMJD2E catalytic domain, FDH-coupled NADH fluorescence (FDH is formaldehyde dehydrogenase); Potency, µM (highest dose often 57.1 µM), inactives show at the highest dose activity change, negative = inhibition, hits mostly inhibitors; 230,000 tested, 1.6% active; AID 2147; active means well fitted inhibition curve with a large enough effect, not every such curve was filed as active; inconclusive means small, poorly fitted or top-dose-only effect, or another doubt; inactive means no such curve, though single readings can be large or run the other way;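 further: 0% = wells with enzyme and -100% = buffer wells without enzyme; nearly all actives have a fitted effect of over 50% in size; many of its hits are not listed in these tables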
Target sequence (B2RXH2 1-337 limits assumed): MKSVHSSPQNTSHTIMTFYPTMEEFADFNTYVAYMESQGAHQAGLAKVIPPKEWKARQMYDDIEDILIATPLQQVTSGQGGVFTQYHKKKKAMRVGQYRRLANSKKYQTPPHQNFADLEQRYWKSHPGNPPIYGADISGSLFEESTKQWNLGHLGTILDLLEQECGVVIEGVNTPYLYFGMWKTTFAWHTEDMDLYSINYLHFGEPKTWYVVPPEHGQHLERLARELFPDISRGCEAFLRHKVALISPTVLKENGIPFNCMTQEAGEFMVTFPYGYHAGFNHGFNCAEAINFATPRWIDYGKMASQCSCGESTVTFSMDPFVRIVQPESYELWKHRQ
SMN2 splice up: SMN2 splice variant enhancement; HEK293 SMN2-luciferase splicing reporter, luminescence, 30-36 h; Potency, µM (titrated, usually from 46.1 µM), without a hit: at the highest dose activity change, positive = activation, actives largely listed as activators; 210,000 tested, 2.8% active; AID 1458; further: % of control where 0% means no effect; nearly all actives have a fitted effect of over 55% in size
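qHTS luciferase splicing reporter: luminescence rises when SMN2 exon 7 is included in transfected HEK293 cells. Compound exposure lasted 30-36 h at 37C, with 4.5 mM final sodium butyrate as control, followed by a ONE-Glo read.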
aGlu spleen mod: inhibits or activates alpha-glucosidase in human spleen homogenate. P10253. human spleen homogenate, 4-MU-alpha-glucoside fluorescence. Potency, µM (series often up to 79.9 µM), inactives show top-dose activity change, negative = inhibition, usual class: inhibitors. 240,000 tested, 0.006% active;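 further: 0% = enzyme with vehicle and -100% = no enzyme basal signal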
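AC50 values come from Hill-equation fits of concentration-response data, normalized to no-enzyme and full-activity controls. Enzyme source: 1 ug human spleen homogenate; 1 mM fluorogenic 4-MU glucoside, pH 5.0 citrate buffer, 37 C, 40 min.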
GAA inh: alpha-glucosidase (human) inhibition | P10253 | 200,000 tested, 0.005% active | Potency, µM (titrated, usually from 76.9 µM), without a hit: top-dose activity change, negative = inhibition, hits mostly inhibitors | AID 1466 | purified human GAA, 4-MU-alpha-glucoside fluorescence;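 further: plate controls were uninhibited enzyme wells for no effect and no-enzyme background for full effect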
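Read-out is 4-methylumbelliferone fluorescence (Ex 365/Em 440 nm) after NaOH/glycine stop at pH 10. Enzyme 4 nM, substrate 400 uM, pH 5.0 citrate buffer, 20 min room temperature; AC50 from Hill-equation concentration-response.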
ALDH1A1 block: blocks purified human ALDH1A1 activity; Potency, µM (doses to about 75.3 µM), inactives show top-dose activity, negative = inhibition, actives largely listed as inhibitors; P00352; 220,000 tested, 7.3% active; AID 1030; Purified ALDH1A1, NADH fluorescence, propionaldehyde substrate; active means well fitted inhibition curve with a large enough effect, not every such curve was filed as active; inconclusive means small, poorly fitted or top-dose-only effect, or another doubt; inactive means no such curve, though single readings can be large or run the other way;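 further: plate controls were no enzyme wells and a reference inhibitor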
Target sequence (P00352 whole entry, looked up): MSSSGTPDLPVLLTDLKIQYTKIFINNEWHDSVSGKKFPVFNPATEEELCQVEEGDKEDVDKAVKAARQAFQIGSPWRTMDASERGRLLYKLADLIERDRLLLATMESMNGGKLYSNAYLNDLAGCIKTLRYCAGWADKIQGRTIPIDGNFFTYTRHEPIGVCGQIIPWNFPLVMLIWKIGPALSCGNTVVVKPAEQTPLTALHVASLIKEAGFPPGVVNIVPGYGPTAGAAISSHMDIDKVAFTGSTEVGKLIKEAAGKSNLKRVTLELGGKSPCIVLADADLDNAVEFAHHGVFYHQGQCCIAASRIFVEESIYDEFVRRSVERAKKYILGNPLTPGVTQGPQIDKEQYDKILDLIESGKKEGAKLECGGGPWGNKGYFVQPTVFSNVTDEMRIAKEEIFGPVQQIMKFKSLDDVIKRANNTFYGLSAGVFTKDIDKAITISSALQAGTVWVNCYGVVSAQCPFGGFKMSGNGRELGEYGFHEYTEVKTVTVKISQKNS
An asterisk follows results filed as active; i = inactive; ? = inconclusive; . = no result given; & = joins results of further samples; [ ] = dose if it differs, or a comment. Unless noted, the call rests on the fitted dose curve; in most records, active means well fitted curve in the direction sought with a large enough effect; inconclusive means small, poorly fitted or top-dose-only effect, or another doubt; inactive means no such curve, though single readings can be large; an effect the other way counts as inactive or inconclusive. Potency means the concentration at half of the fitted maximal effect. Some of the compounds tested, so the mix of outcomes need not match the whole.

Order of values – GAA glycogen	aGal spleen mod	RGS12 GoLoco inh	KDM4E inh	SMN2 splice up	aGlu spleen mod	GAA inh	ALDH1A1 block
Cc1ccc(Oc2c(CO)c(-c3ccccc3)nn2C)cc1
  -4.2%	8.5%	4.5%	-8.1%	-17.4%	3.1%	?	2.9%
O=C(NCCC1=CCCCC1)C(=O)NCC1OCCCN1S(=O)(=O)c1ccc(F)cc1 (stereo unspecified)
  2.3%	6.6%	1.2%	11.0%	-15.8%	.	-4.8%	22.4µM*
CCOC(=O)N/N=C/c1cn(Cc2ccccc2Cl)c2ccccc12
  -2.9%	4.1%	-6.1%	4.0%	.	-0.6%	-1.1%	-15.6%
Cc1cc2c(c(=O)n1C)C(C(C)C)C(C#N)=C(N)O2 (stereo unspecified)
  1.6%	-4.8%	9.7%	-2.2%	-5.0%	-8.1%	-2.7%	-7.7%
CCOC(=O)c1c(C)[nH]c(C(=O)C(C)Cl)c1C (stereo unspecified)
  3.1%	0.7%	12.7%	0.8%	-12.4%	-1.8%	4.8%	22.4µM*
CCC(=O)Oc1ccc2c(C)cc(=O)oc2c1C
  -3.0%	?	14.5%	?	-9.8%	?	?	30.2%[activator]
O=C(Nc1ccc2ccccc2c1)[C@@H]1C[C@H]1[C@@H](NP(=O)(c1ccccc1)c1ccccc1)c1ccccc1
  -6.0%	4.9%&5.5%	-1.1%&3.8%	?	9.9%&-13.3%	11.5%&0.8%	2.2%	?
Cc1nn(-c2ccccc2)c2nc(-c3ccccc3)cc(C(=O)N3CCOCC3)c12
  -6.0%	0.8%	0.9%	?	-7.0%	2.5%	-4.5%	?
CCn1c(C)cc(/C=C2/NC(=O)N(c3ccccc3)C2=O)c1C
  ?	-4.9%	22.5%	25.1µM*	11.2µM*	-4.7%	2.8%	12.6µM*
COC(=O)CNC(=O)COc1ccccc1
  11.3%	0.5%	-13.8%	-1.4%	-14.9%	-1.7%	-0.1%	1.0%
O=C1CN(C(=O)OCc2ccccc2)c2ccccc2N1
  6.8%	4.4%	5.7%	-1.8%	?	4.8%	?	3.2%
Cc1cc(C(=O)N2CCOCC2)ccc1[N+](=O)[O-]
  21.0%	1.5%	-1.0%	?	.	-4.2%	?	?
CCOC(=O)c1csc(NC(=O)c2ccc(C#N)cc2)n1
  -4.6%	0.5%	6.9%	?	-97.5%[inhibitor]	0.7%	1.2%	-7.9%
Cc1noc(C)c1C(=O)NCCc1ccc(Cl)cc1
  4.3%	8.1%	-6.2%	7.4%	22.1%	-10.8%	-7.4%	4.0%
O=C(c1cccc([N+](=O)[O-])c1)N1CCN(Cc2ccc3c(c2)OCO3)CC1
  -5.9%	-13.2%	-10.2%	7.9%	-10.5%	-2.0%	6.6%	-2.4%
COc1cc2nc(NCCCN3CCN(C)CC3)n3nc(-c4ccccc4)nc3c2cc1OC
  -20.1%	6.1%	38.9%	0.0%	-13.9%	3.4%	-4.0%	i
Cc1cccc(N(CC(=O)NCc2ccco2)C(=O)CCC(=O)Nc2ccccn2)c1
  -0.6%	2.4%	-2.7%	1.6%	.	-18.5%	-7.9%	-1.4%
CCCCCCCCCCSc1n[nH]c(N)n1
  -1.8%	-18.6%	4.2%	5.8%	-1.7%	-6.4%	2.9%	?
CCN(CC)C(=O)CSc1ccccc1N
  -0.3%	0.6%	4.6%	-4.2%	35.2%	-0.9%	8.3%	-16.2%
CCCCc1ccc(C(=O)NC(C(=O)O)C(C)C)cc1 (stereo unspecified)
  2.0%	0.5%	-0.6%	-0.4%	3.9%	-2.1%	1.2%	-5.8%

Full records from above:
O=C(c1cccc([N+](=O)[O-])c1)N1CCN(Cc2ccc3c(c2)OCO3)CC1 in the list: GAA glycogen: -5.9%; aGal spleen mod: -13.2%; RGS12 GoLoco inh: -10.2%; KDM4E inh: 7.9%; SMN2 splice up: -10.5%; aGlu spleen mod: -2.0%; GAA inh: 6.6%; ALDH1A1 block: -2.4%
CCN(CC)C(=O)CSc1ccccc1N in the list: GAA glycogen: -0.3%; aGal spleen mod: 0.6%; RGS12 GoLoco inh: 4.6%; KDM4E inh: -4.2%; SMN2 splice up: 35.2%; aGlu spleen mod: -0.9%; GAA inh: 8.3%; ALDH1A1 block: -16.2%

Other structures:
Order of values – GAA glycogen	aGal spleen mod	RGS12 GoLoco inh	KDM4E inh	SMN2 splice up	aGlu spleen mod	GAA inh	ALDH1A1 block
S=C(Nc1cccc2ccccc12)NC1CCCCC1
  -4.6%	-9.2%	8.9%	?	?	-6.2%	2.8%	?
COCC(C)Nc1ccc(S(=O)(=O)N2CCCC2)cc1[N+](=O)[O-] (stereo unspecified)
  -0.5%	4.4%	5.3%	3.2%	-15.9%	-1.8%	-0.8%	-9.9%
Cc1ccc(N(C(C)C(=O)O)S(=O)(=O)c2c(C)[nH]c(=O)[nH]c2=O)cc1 (stereo unspecified)
  -1.8%	-2.0%	1.7%	-2.7%	6.2%	3.3%	-11.4%	-4.7%
COC(=O)c1sccc1S(=O)(=O)Nc1ccc(Cl)cc1
  3.1%	1.1%	5.7%	4.8%	.	-1.5%	.	.
Cc1ccc(O)c(C2=NCCNC(C(F)(F)C(F)F)=C2)c1
  9.4%	1.5%	-9.3%	9.2%	-20.2%	-5.4%	0.4%	-2.5%
Cc1cc(C)n(-c2nc3c(c(=O)[nH]c(=O)n3C)n2CCc2ccccc2)n1
  0.8%	-2.0%	-2.4%	-7.2%	14.1µM*	-5.7%	7.6%	?
CCO[C@H]1OC(C(=O)N2CCOCC2)=C[C@@H](c2cn(C(C)=O)c3ccccc23)[C@@H]1CCCO
  13.7%	5.0%	3.1%	-2.1%	.	0.0%	.	8.5%
Cc1cc2cc(CN(CCCN3CCOCC3)C(=O)NC3CCCCC3)c(=O)[nH]c2cc1C
  ?	-7.5%	-12.9%	?	-2.0%	-7.5%	-3.6%	?
O=C(Nc1nc(-c2ccc(-c3ccccc3)cc2)cs1)C1=COCCO1
  -3.3%	2.2%	-4.6%	-24.4%	-20.9%	-17.6%	5.1%	1.4%
CC(C)c1ccccc1OCC(=O)NN1C(=O)c2ccccc2C1=O
  11.4%	-0.1%	-3.3%	-17.7%	7.6%	-4.8%	14.7%	-1.1%
O=C(CN1CCN(C2CCCCC2)CC1)Nc1ccccc1N1CCCCC1
  -6.6%	-8.7%	12.2%	-1.7%	-9.5%	-7.1%	-7.2%	-9.5%
Cc1nn(-c2ccccc2)c(C)c1C(=O)OCC(N)=O
  -1.0%	-22.2%	-1.9%	7.9%	1.0%	-16.3%	0.2%	10.7%
COC(=O)c1ccc(C(=O)OC)c(NC(=S)N2CCCCC2)c1
  3.2%	7.6%	-3.3%	?	2.4%	2.6%	?	?
CCCCC(=O)N(CCOC)c1nnc(-c2ccccc2C)s1
  -13.8%	1.8%	-6.8%	-8.6%	-8.4%	6.3%	?	-4.5%
COc1ccc2[nH]c(C)c(CCNC(=S)Nc3cccc(C)c3)c2c1
  ?	0.0%	7.5%	-0.8%	-33.4%[inhibitor]	-0.9%	2.0%[15.4 µM]	?
CCc1ccc(NC(=O)c2cc(C)on2)cc1
  2.9%	-10.4%	1.0%	3.6%	6.31µM*	-4.5%	-0.3%	1.0%
COc1cccc(OCC(O)CN2CC(C)CC(C)C2)c1 (stereo unspecified)
  11.2%	19.1%	-47.7%	-5.8%	20.0%	4.7%	-4.0%	-7.2%
CCc1cccc(OC2OC(CO)C(O)C(O)C2NC(C)=O)c1 (stereo unspecified)
  5.7%	5.9%	11.6%	-14.4%	26.1%	-3.6%	-5.2%	2.6%
O=C(CSc1ccc(F)cc1)NC12CC3CC(CC(C3)C1)C2
  -13.7%	-3.9%	6.7%	-5.6%	-5.8%	-16.6%	5.0%	?
COC(=O)c1cccc(NC(=O)C(C)N2C(=O)c3ccccc3C2=O)c1 (stereo unspecified)
  8.4%	7.7%	-9.2%	4.1%	?	-2.3%	-6.3%	?
COc1ccc(O)c(-c2[nH]ncc2C(=O)c2ccccc2)c1
  ?	-11.1%	6.9%	-3.9%	-17.8%	-4.1%	?	7.94µM*
CCCc1nc2sc3ccccc3c(=O)c2c(=O)n1CCOC
  3.9%	-2.8%	-0.7%	8.1%	0.4%	-8.8%	-7.8%	-3.4%
CCC1CCCCN1C(=O)CCc1nnc(Cc2cc(OC)ccc2OC)o1 (stereo unspecified)
  -12.6%	7.7%	-10.5%	8.7%	.	-9.8%	.	.
Cc1cc(C)cc(OCC(=O)NCC2CCCO2)c1 (stereo unspecified)
  2.9%	-0.7%	5.5%	1.9%	-28.4%	-7.3%	-5.2%	-3.8%
Cc1ccc(CSc2nc3ccccc3c(=O)n2CCCC(=O)NCc2ccco2)cc1
  -1.5%	-1.9%	6.4%	3.3%	6.4%	4.3%	-1.8%	14.7%
O=C(CSc1ccc(C(F)(F)F)cc1[N+](=O)[O-])Nc1ccccc1
  8.1%	-2.4%	6.8%	-4.0%	2.4%	-5.7%	-13.3%	?
O=C(Oc1ccccc1C(=O)Nc1ccccc1)c1ccccc1Br
  -2.1%	1.6%	-2.8%	4.7%	23.1%	-6.2%	1.2%	-10.4%
CN(CCc1ccccn1)C(=O)CCC1CCCN(C(=O)c2ccccn2)C1 (stereo unspecified)
  5.3%	-3.6%	-4.9%	10.5%	.	-5.7%	?	3.0%
COc1ccc2cc(CN(CC3CCCO3)S(=O)(=O)c3ccccc3)c(=O)[nH]c2c1 (stereo unspecified)
  -2.4%	-5.2%	2.2%	-26.2%	?	-7.1%	-7.3%	-8.3%
CS(=O)(=O)N1CCC(C(=O)O)CC1
  2.5%	6.1%	0.1%	-2.6%	8.9%	-12.6%	-0.3%	1.8%

Bioassay records deposited in PubChem by National Center for Advancing Translational Sciences (NCATS).
